# mcGAS RapidFire – mouse cGAS inhibition by mass spec. Q8C6L5. recombinant mouse cGAS, cGAMP by RapidFire MS. inhibition, % at 12.5 µM. 130,000 tested, 0.18% active. AID 1259397;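 active means inhibition of cGAS enzyme activity at or above 60%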;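 further: enzyme stimulated by 45 bp dsDNA with ATP and GTP substrates; cGAMP share of summed cGAMP plus half ATP and half GTP signals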
# Target sequence (Q8C6L5 whole entry, looked up): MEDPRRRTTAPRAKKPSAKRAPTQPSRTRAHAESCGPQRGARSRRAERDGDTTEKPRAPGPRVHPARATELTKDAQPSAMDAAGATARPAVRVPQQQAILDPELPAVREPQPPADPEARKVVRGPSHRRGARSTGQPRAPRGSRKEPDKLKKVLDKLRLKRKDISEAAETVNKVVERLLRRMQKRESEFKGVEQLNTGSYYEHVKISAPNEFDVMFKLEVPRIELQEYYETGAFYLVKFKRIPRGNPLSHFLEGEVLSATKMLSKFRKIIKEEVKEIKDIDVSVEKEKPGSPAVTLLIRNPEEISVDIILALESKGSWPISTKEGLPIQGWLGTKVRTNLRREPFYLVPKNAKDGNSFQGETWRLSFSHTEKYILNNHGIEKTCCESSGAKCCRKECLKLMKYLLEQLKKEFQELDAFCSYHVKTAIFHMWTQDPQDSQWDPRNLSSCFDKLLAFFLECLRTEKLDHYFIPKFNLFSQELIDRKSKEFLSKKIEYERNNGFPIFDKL
# Starred values were filed as active, the others as inactive; & = joins results of further samples. Only part of the results is shown; the hit share may differ from the screen's.
SMILES | mcGAS RapidFire
Cc1cccn2c(=O)c3cc(C(=O)N4CCCC(C)C4)n(C)c3nc12 (centres undefined) | -3
CCc1cnc(C)nc1NCc1cncn1CC(C)C | -2
COc1ccc2[nH]c(CN3CCC(CCC(=O)NCC4CCCO4)CC3)c(C)c2c1 (centres undefined) | -11
Cc1ccc(CNC(=O)Cc2n[nH]c(=O)c3ccccc23)cc1 | -9
CSCCC(NC(=O)c1cc(Cl)ccn1)C(=O)O (centres undefined) | -1
O=C(NC(=S)NC1CCS(=O)(=O)C1)c1cccc([N+](=O)[O-])c1 (centres undefined) | -6
Cc1cc(C(=O)N2CCOc3c(O)cc(-c4ccccc4C)cc3C2)no1 | -22
COc1cccc(OCCCOc2cccc(Cl)c2Cl)c1 | -2
C=CCCC(=O)N1C(C)CC(C(=O)NC(C)CC)C2CCCCC21 (centres undefined) | 0
O=C1CC(N2CCN(C/C=C\c3ccccc3)CC2)C(=O)N1CCc1ccccc1 (centres undefined) | -7
O=C(c1ccc(-n2ccnc2)cc1)N1CCc2[nH]nc(-c3ccccc3)c2C1 | -20
O=C(NC1CCCc2c1cnn2-c1ccc(F)cc1F)c1ccccc1N1CCOCC1 (centres undefined) | -3
Cc1ccc(Nc2nc(NCc3ccc4c(c3)OCO4)nc3nccnc23)cc1C | -4
CCc1c(C)nn(CCNC(=O)c2cnn3ccn(C)c23)c1C | -12
Cc1ccc2c(c1)c(CNC(=O)c1occc1C)nn2C | -21
CCC1C2=C(CC(C)(C)CC2=O)N=C(SCC(N)=O)C1C#N (centres undefined) | -4
S=C(Nc1ccc(N2CCOCC2)cc1)NC1CCCCC1 | -8
CC1(C)Nc2cc(Cl)ccc2CO1 | -9
O=C(c1noc2c1CCCC2)N1CCCC(Nc2ccc3c(c2)OCO3)C1 (centres undefined) | 0
Cc1nsc(N2CCN(c3ccc(C(=O)NCCO)nn3)CC2)n1 | -11

# Some of the entries so far, field by field.
Cc1cc(C(=O)N2CCOc3c(O)cc(-c4ccccc4C)cc3C2)no1
  mcGAS RapidFire = -22
COc1cccc(OCCCOc2cccc(Cl)c2Cl)c1
  mcGAS RapidFire = -2

# The listing picks up; the 2 compounds before the break are reprinted first.
SMILES | mcGAS RapidFire
O=C(c1noc2c1CCCC2)N1CCCC(Nc2ccc3c(c2)OCO3)C1 (centres undefined) | 0
Cc1nsc(N2CCN(c3ccc(C(=O)NCCO)nn3)CC2)n1 | -11
CCc1nc(-c2nccn2C2CCN(Cc3ccccc3)CC2)c(C)[nH]1 | -5
CCc1c(C#N)c(N)nc(SCC(=O)OCc2ccccc2)c1C#N | -5
COC(=O)c1sc(NS(=O)(=O)c2cc(C)ccc2C)cc1C | 7
COc1ccc(C2CC(c3ccc4ccccc4c3)=NN2C(=O)CN2CCC(OC)CC2)cc1 (centres undefined) | -4
O=C1CCC(=O)N1OCc1ccc(F)cc1 | 5
Cc1ccc(S(=O)(=O)Nc2ccc(Cl)cc2)cc1C | -2
Cc1cccc(/C=C(/C(=O)N2CCN(C(=O)C3CC3)CC2)c2cccs2)c1 | -8
Cn1ccnc1SCC(=O)Nc1cccc2c1C(=O)c1ccccc1C2=O | 23
CCOC(=O)c1nn(-c2ccccc2)c(=O)cc1N1CCN(c2ccc(F)c(Cl)c2)CC1 | -5
CCN(CCCc1ccccc1)CCCc1ccccc1 | 2&4
COc1ccc(C)cc1C(=O)Nc1ccc2c(c1)NC(=O)CC2 | -6
N=C1c2ccccc2CN1c1ccc(OC(F)(F)C(F)F)cc1 | -8
CCCCn1nc(C)c(C(=O)N2CCC(C(N)=O)C2)c1Cl (centres undefined) | -4
COc1ccc(N2CCN(C(=O)C3CC=CCC3C(=O)NCc3ccc(OC)cc3OC)CC2)cc1 (centres undefined) | 12
Cc1cccn2c(CNC(=O)C(C)n3ccnc3C(C)C)cnc12 (centres undefined) | -12
O=c1oc2cc(OCCO)ccc2c2c1CCCC2 | 1
O=C(c1ccc(Cl)cc1F)N1CCC(OCCCc2ccccc2)C1 (centres undefined) | 0
O=C(O)C1CC2(CCNCC2)CN1Cc1ccc(-c2ccn[nH]2)o1 (centres undefined) | -8
Cc1ncccc1C(=O)N1Cc2cnn(CCO)c2C1 | -13
COc1ccc(OC)c(-c2cc(N)c(=O)n(Cc3ccncc3)n2)c1 | 3

# 4 structures already listed, arranged by SMILES length, smallest number first.
SMILES | mcGAS RapidFire
CCN(CCCc1ccccc1)CCCc1ccccc1 | 2&4
O=c1oc2cc(OCCO)ccc2c2c1CCCC2 | 1
Cc1ncccc1C(=O)N1Cc2cnn(CCO)c2C1 | -13
CCCCn1nc(C)c(C(=O)N2CCC(C(N)=O)C2)c1Cl (centres undefined) | -4

# Next part.
SMILES | mcGAS RapidFire
O=C(CN1CCN(S(=O)(=O)c2cc(C(F)(F)F)ccc2Cl)CC1)NC1CCCCCC1 | 1
Nc1nnc(-c2ccc(Cl)cc2)o1 | 2
COc1cn2c(cc1=O)C(=O)N(CCNC(=O)c1c(F)cccc1Cl)CC2 | -3
COCC(=O)Nc1c(C)nc2ccccn2c1=O | -5
CCCCN1CCCCC1CNC(=O)Nc1cccnc1 (centres undefined) | -16
O=C(O)c1ccccc1Nc1ccccc1 | -8
Cc1csc(CNC(=O)c2cc(F)ccc2N2CCOCC2)n1 | -2
CC1CN(Cc2nc(N)c3c4c(sc3n2)CCCC4)CC(C)O1 (centres undefined) | -6
O=c1cc(COc2cccc(-c3nnc4n3CCCCC4)c2)nc2sccn12 | -5
CNc1ncccc1C(=O)N1CCN(Cc2ccc(C)cc2)C(=O)C1C (centres undefined) | -1
COCCn1cc(NC(=O)NC2CCCCC2C)c2ccccc21 (centres undefined) | -3
CC1(C)CC(=O)C2=C(C1)CC1(C)CC(C)(C)CC2(O)C1 (centres undefined) | -10
NC(=O)c1c(NC(=O)CSc2nnnn2C2CC2)sc2c1CCC2 | 14
O=C(CCc1cn2ccccc2n1)NCc1cn[nH]c1-c1ccc(F)cc1 | -14
CCC(=O)N1CCN(C(=O)c2ccc(Cl)nc2C)CC1 | -9
C=CCn1cc(CN2CCCC2c2c(C)noc2C)c(C)n1 (centres undefined) | -11
O=C(Cc1ccc(Cl)c(Cl)c1)NCCc1ccco1 | 3
Cn1c(CN2CCC(OCc3cccnc3)CC2)cc2ccccc21 | -24
O=C(Nc1cnns1)c1cccc(CN2CCN(CC3CCCO3)CC2)c1 (centres undefined) | -8
COc1cccc(C(=O)Nc2c3c(nn2-c2ccc(C)cc2)CS(=O)(=O)C3)c1OC | -6

# Next part.
compound | mcGAS RapidFire
CC1CCC(C)N1CCN1CCN(C(=O)Nc2cccc(F)c2)CC1 (centres undefined) | -8
Cc1ccccc1C1CCCN1CC(O)COCc1cccs1 (centres undefined) | -4
O=C(CCC(=O)NC1CCCC1)NC[C@H]1CCCC[C@H]1O | -18
c1coc(CN2CCN(C3CCCCCC3)CC2)c1 | 2
CCn1c(=O)[nH]c2cc(C(=O)NCCc3ccncc3)ccc2c1=O | -2
CC1CCC2C(CCCN2S(=O)(=O)c2c[nH]c(C(=O)N3CCCC3)c2)C1 (centres undefined) | -8
CCSc1nnc(-c2ccccc2NC(=O)Cc2cccc(F)c2F)c(=O)[nH]1 | -15
CSc1ccc(CN(C)c2ncccc2C(N)=O)cc1 | -5
Cc1cc(C)n(-c2ccc([N+](=O)[O-])cc2[N+](=O)[O-])n1 | -7
Cc1cccc(C(C)(C)CNC(=O)Cc2cc3ccccc3[nH]c2=O)c1 | 7
Cc1ccc(Cl)cc1NS(=O)(=O)c1cc2c3c(c1)CCN3C(=O)CC2 | -8
Cc1cnc(C)c(-c2cccc3c2OC(CNC(=O)c2ccc4nc(C)[nH]c4c2)C3)n1 (centres undefined) | 3
CCN1CCC(N(C)Cc2ncc(-c3cccs3)o2)CC1 | -1
O=C(Nc1nncs1)c1ccc(C2CCCCC2)cc1 | -12
CCc1nnc(CNc2ccccc2C(=O)Nc2ccc(Cl)cc2)o1 | -4
CCc1ccccc1-c1ccnc(CO)c1 | -20
CC1CCCN(C(=O)CN2C(=O)NC3(CCCCC3C)C2=O)C1 (centres undefined) | 5
CC(C)C(=O)N1CCN(C(=O)C2(N(C)C)CCc3ccccc32)CC1 (centres undefined) | -1
Cn1c(=O)c(C2CC(=O)NCc3nc4ccccn4c32)cc2ccccc21 (centres undefined) | -5
CC(=O)NCc1ccc(C(=O)Nc2ccccc2Oc2ccccc2)cc1 | -9
CCOC(=O)CCNC(=O)C1=CN2CCN(Cc3cscn3)C(=O)N=C2O1 | -7
CCN(C(=O)c1[nH]c2ccc(Br)cc2c1Cl)C1CCS(=O)(=O)C1 (centres undefined) | -6
Cc1ccc(-c2nc(CN3CCCCC3CCN3CCCC3=O)c(C)o2)o1 (centres undefined) | -5
Cc1ccc(NC(=O)N2CCn3cccc3C2c2ccncc2)cc1 (centres undefined) | -8
COCC(c1ccnn1C)n1cc(-c2ccc3c(c2)OCCO3)nn1 (centres undefined) | -23
Cc1ccc(C)c(N2CCn3c2nc2c3c(=O)n(CCC(C)C)c(=O)n2C)c1 | -3
O=c1oc2ccccc2o1 | -46
Cc1sc(NC(=O)c2ccccc2SCC(N)=O)nc1-c1ccc(Cl)cc1 | -8
COc1ccc(-n2ncc3c2CCN(C(=O)c2cc(C)n(C)n2)C3)cc1 | -4
CSc1ccc(C(=O)N2CCC3(CCCN(CC4CC4)C3)C2)cc1 (centres undefined) | -6
CCCc1cc(=O)oc2cc(OC(C)C)c(Cl)cc12 | -8
CCOc1nn(CC)cc1C(=O)Nc1cccc(C(C)=O)c1 | -18
CCC(=O)C1=C(c2ccc(OC)cc2)N(C(=O)CC)n2c(nnc2-c2ccccc2)S1 | -9
CC(=O)c1ccc(S(=O)(=O)N2CCN(C(=O)CN3CCC(C)CC3)CC2)cc1 | -5
N#CC(c1ccc(Cl)cc1)c1c(Cl)cc(-n2ncc(=O)[nH]c2=O)cc1Cl (centres undefined) | -2
CN(C)c1nc2c(c(=O)[nH]1)CCN(C(=O)c1cccc3c1NCCC3)C2 | -4
COC(=O)c1oc(CN2CCCc3cccc(NC(C)=O)c32)cc1C | -29
Cc1noc(C)c1CC(=O)NCc1ccnc(OCc2ccccc2)c1 | 4
O=C(NCc1ccco1)c1cn(Cc2ccccc2F)c(=O)s1 | -11
O=C1C[C@H]2CC[C@@H](CN1)N2c1nccc(CCC(F)(F)F)n1 | -3
O=C(C1CCCC1)N1CCN(S(=O)(=O)c2ccc(F)c(Cl)c2)CC1 | -3
Nc1nc(NCc2ccco2)nc(N2CCCCC2)c1[N+](=O)[O-] | -15
Cc1c(NC(=O)Cc2csc(NC(=O)Nc3ccccc3)n2)c(=O)n(-c2ccccc2)n1C | -7
CC(CC12CC3CC(CC(C3)C1)C2)n1cnc2nccnc2c1=O (centres undefined) | 10
Cc1nc(-n2nc(C3CC3)cc2NC(=O)c2ccccc2Cl)[nH]c(=O)c1C | -7
CCCC(=O)N(c1ccc2oc(C)c(C(C)=O)c2c1)S(=O)(=O)c1ccccc1 | -3
O=c1ccnc2sc(NCCc3ccc4c(c3)OCO4)nn12 | 8
O=c1cc(C(F)(F)C(F)(F)F)oc2ccccc12 | -9
Cc1nn(-c2cccc(Cl)c2Cl)c(C)c1CCC(=O)N[C@@H]1CCCC[C@H]1N1CCOCC1 | -6
CCC(C)NC(=O)c1ccc(-c2cccnc2OC)o1 (centres undefined) | -4
Cc1cc(-n2[nH]c(C)cc2=O)nc(-c2ccccc2O)n1 | -74
COCCCNc1nc2nonc2nc1N1CCCC(CN2CCOCC2)C1 (centres undefined) | -4
COc1cccc(CN2CCN(c3ccc(-c4ccccc4)cc3)C(=O)C2C)c1 (centres undefined) | -8
c1ccc(CCCC2CN(C3CCSCC3)CCO2)cc1 (centres undefined) | -3
CC(Sc1ccc(S(C)(=O)=O)cc1)C(N)=O (centres undefined) | -1
COC(C)c1noc(C2COc3ccccc32)n1 (centres undefined) | -5
Cc1cc(C(=O)N2CCCC(N3CCNC3=O)C2)c(C)n1C(C)C (centres undefined) | -4
CCCn1c(SCc2cccc3ccccc23)n[nH]c1=O | 3
CCc1nsc(NCC(C)(C)N2CCOCC2)n1 | -8
Cc1nc(C(=O)NC(C)c2nc3c(s2)CCCC3)cs1 (centres undefined) | -21

# More records
compound | mcGAS RapidFire
COc1ccc(C(=O)NC(C)c2cccs2)cn1 (centres undefined) | -11
O=C1NCC(=O)N2CCN(C(=O)c3cc(-c4ccccc4)no3)CC12 (centres undefined) | -14
COc1ccc(C(=O)CCC(=O)Nc2ncccc2C)cc1OC | -21
O=C(O)c1ccc(N=Cc2nc(-c3ccc(Cl)cc3)oc2O)cc1 | 9
Cc1ccc(CN2C(=O)COCc3cc(-c4ccoc4)ccc32)cc1 | 6
CN1CCC(C)(CNC(=O)c2cc(COc3ccc4c(c3)OCO4)[nH]n2)C1 (centres undefined) | 7
Cc1sc(NC(=O)c2ccc(CS(C)(=O)=O)o2)c(C)c1C | -8
CC1=C(C(=O)Nc2ccccc2)C2(CCCCC2)C(C(N)=O)C(SCc2ccccc2)=N1 (centres undefined) | -2
FC(F)(F)C1(NCc2ccccc2)CCC2(CC1)OCCO2 | -7&2
OCc1cc2ccccc2nc1-c1cc(O)cc(CCC2CCCCN2)c1 (centres undefined) | -39
Cc1nn(Cc2nn(-c3ccc(F)cc3)c3c2CCC3)c(=O)c(C#N)c1C | -2
CSc1nnc(CN(CC2CC2)C(C)c2ccccc2)s1 (centres undefined) | -8
CC(c1cccc(-c2ccccc2C(N)=O)c1)N1CCCC1 (centres undefined) | -11
Nc1nc(NC2CCCCC2)nc(N2CCN(Cc3ccccc3)CC2)c1[N+](=O)[O-] | -9

# In another format: results already given
> CC1=C(C(=O)Nc2ccccc2)C2(CCCCC2)C(C(N)=O)C(SCc2ccccc2)=N1 (centres undefined)
- mcGAS RapidFire = -2

> Cc1nn(Cc2nn(-c3ccc(F)cc3)c3c2CCC3)c(=O)c(C#N)c1C
- mcGAS RapidFire = -2

> OCc1cc2ccccc2nc1-c1cc(O)cc(CCC2CCCCN2)c1 (centres undefined)
- mcGAS RapidFire = -39

> FC(F)(F)C1(NCc2ccccc2)CCC2(CC1)OCCO2
- mcGAS RapidFire = -7&2

# Screening data from PubChem BioAssay.
